Screens deposited in PubChem BioAssay by several laboratories.
HGIII-sPLA2 inh: Blocks human group III sPLA2 activity; QFRET BODIPY PC-A2 liposome hydrolysis, fluorescence; inhibition, % at 12.2 µM; hit rate 0.56% among 370,000;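 active = inhibition above mean plus 3 SD of compounds lying within the high and low control bounds, cut at about 19% in these data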;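 also: 0% = median of test compound wells and 100% = no enzyme DMSO wells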
Target sequence (Q9NZ20 whole entry, looked up): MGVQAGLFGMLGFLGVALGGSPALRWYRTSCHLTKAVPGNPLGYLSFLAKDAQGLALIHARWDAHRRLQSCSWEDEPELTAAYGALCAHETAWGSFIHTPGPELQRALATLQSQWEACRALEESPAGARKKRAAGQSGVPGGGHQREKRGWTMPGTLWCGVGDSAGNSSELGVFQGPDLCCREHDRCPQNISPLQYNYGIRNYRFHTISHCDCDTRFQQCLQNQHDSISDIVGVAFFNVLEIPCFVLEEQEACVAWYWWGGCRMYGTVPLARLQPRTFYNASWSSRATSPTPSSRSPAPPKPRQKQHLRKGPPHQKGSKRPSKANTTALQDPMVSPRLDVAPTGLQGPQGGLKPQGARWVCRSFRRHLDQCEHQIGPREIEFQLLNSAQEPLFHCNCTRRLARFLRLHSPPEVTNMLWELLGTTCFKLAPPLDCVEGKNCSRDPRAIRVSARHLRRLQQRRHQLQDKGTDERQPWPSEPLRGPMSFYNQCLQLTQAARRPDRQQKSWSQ
DAX1 inh-1: blocks DAX1 repression of SF-1 activated StAR promoter; HEK293T StAR-luciferase reporter, SF-1/DAX-1 repression relief; inhibition, % at 6.8 µM; hit rate 1.1% among 370,000; AID 652010;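 active = inhibition above the mean over all tested compounds plus 3 SD, cut at about 3.6% in these data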;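 also: 0% = DAX-1 cells with DMSO and 100% = cells lacking DAX-1 with DMSO; higher inhibition means more luminescence from relief of DAX-1 repression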
ssDAF-12 act: activators of S. stercoralis DAF-12 nuclear receptor. HEK293 ssDAF-12/GRIP1 lit1-tk-luc reporter, luminescence; % of 3 µM dafachronic acid response. activation, % at 6.8 µM. hit rate 1% among 370,000;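 active = activation above the mean over all tested compounds plus 3 SD, cut at about 0.9% in these data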;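 also: 0% = DMSO-only wells and 100% = 3 µM delta7-dafachronic acid wells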
GC-A act: GC-A (human) enzyme activation. P16066. HEK293 GC-A cells, cGMP TR-FRET, EC30 ANP; 0% at EC30 ANP, 100% saturating ANP. activation, % at 10 µM. hit rate 0.14% among 370,000; in the data active = activation above about 40%
hcDAF-12 act: activates DAF-12 receptor from parasite H. contortus; hit rate 1.4% among 370,000; activation, % at 6.8 µM; AID 652067; HEK293 hcDAF-12 lit1-tk-luc reporter, luminescence; 0% DMSO, 100% Δ7-dafachronic acid;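 active = activation above the mean of all tested compounds plus 3 SD, cut at about 5.5% in these data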;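 also: 100% = response to 3 µM Δ7-dafachronic acid high control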
NPR2 activator: GC-B (human) receptor activation | P20594 | HEK293-GC-B cells, CNP EC30, cGMP TR-FRET; 0% at EC30 CNP, 100% saturating CNP | activation, % at 10 µM | hit rate 0.11% among 370,000;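 active = activation at 10 µM reaching about 35% in either raw or pattern-adjusted values, limit read from the data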
ADAM10 inh: inhibits human ADAM10; recombinant ADAM10, EDANS/DABCYL FRET peptide cleavage, 3 h; inhibition, % at 7 µM; hit rate 0.62% among 370,000;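 active = inhibition above a per-campaign cutoff equal to the mean of compounds falling between control-based bounds plus 3 SD, cut at about 20% in these data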;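 also: 0% = DMSO wells while the 100% control is not disclosed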
SMARCA2 act: increases SMARCA2 function in MMTV reporter cells. MG213 cells, MMTV-luciferase reporter, dexamethasone, overnight. AID 652017. activation, % at 9.1 µM. hit rate 1% among 370,000; in the data active = activation above about 7.8%;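 also: 0% = vehicle wells and 100% = reference activator wells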
FXN GAA850 act: frataxin GAA850 promoter activation. HEK293 lucGAA850 FXN promoter luciferase reporter, 24 h; percent of 10 µM SAHA response. activation, % at 6 µM. hit rate 0.56% among 360,000;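 active = activation above the average of all compounds screened plus 3 SD, cutoff fixed separately per campaign, cut at about 7.5% in these data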;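 also: 0% = DMSO wells and 100% = 10 µM SAHA wells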
hgDAF12 agonist: activates the H. glycines DAF-12 receptor ligand-binding domain; HEK293 GAL4-hgDAF12 UAS-luciferase reporter, agonist luminescence; normalized to butyrate control; activation, % at 6.8 µM; hit rate 1.8% among 370,000;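 active = activation above a cutoff set at the mean of all screened compounds plus 3 SD, cut at about 10% in these data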;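 also: 0% = DMSO wells and 100% = sodium butyrate wells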
DAX1 inh-2: NR0B1 (DAX1) inhibition | P51843 | HEK293 Gal4-DAX1 luciferase reporter, luminescence | inhibition, % at 6.75 µM | hit rate 0.99% among 340,000 | AID 504766;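 active = inhibition above the mean over all tested compounds plus 3 SD, cut at about 4.2% in these data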;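 also: 0% = DAX1-transfected cells with DMSO and 100% = empty-vector control cells with DMSO; inhibition shows as a rise in luminescence from relieved DAX1 repression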
Target sequence (P51843 207-470 limits assumed): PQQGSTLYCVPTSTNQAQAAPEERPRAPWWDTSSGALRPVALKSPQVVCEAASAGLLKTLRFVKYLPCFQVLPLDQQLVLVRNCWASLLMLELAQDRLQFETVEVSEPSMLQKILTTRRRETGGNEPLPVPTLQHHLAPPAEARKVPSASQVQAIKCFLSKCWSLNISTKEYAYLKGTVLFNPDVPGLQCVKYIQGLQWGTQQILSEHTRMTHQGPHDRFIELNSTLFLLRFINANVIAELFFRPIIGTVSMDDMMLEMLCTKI
* marks the source's active call; other numbers are inactive results; x = no result given.

SMILES	HGIII-sPLA2 inh	DAX1 inh-1	ssDAF-12 act	GC-A act	hcDAF-12 act	NPR2 activator	ADAM10 inh	SMARCA2 act	FXN GAA850 act	hgDAF12 agonist	DAX1 inh-2
NC(=S)N/N=C/c1ccc2c(c1)OCCO2	3	-0.5	-1.6	0	0.1	-8	-5	0	3.3	8.6	2.5
Cc1cc(-c2nn(C)c(=O)c3ccccc23)cc(C)c1O	-5	0.2	-1.1	9	-1.4	1	5	-2	3.8	-1.5	3.8
C=CCn1c(SCC(=O)NC2CCCCC2)nnc1C1CCCCC1	3	-0.3	-1.3	2	-0.3	2	6	-1	2.1	0.8	0.8
O=C(NCc1ccco1)[C@@H]1CCCN1C(=O)c1cccs1	5	0.0	-1.0	1	-0.9	3	3	2	-0.4	0.2	-0.3
Cc1cc(C)c2[nH]c(=O)c(CN(Cc3cccs3)C(=S)NCc3ccco3)cc2c1	8	-0.1	-2.0	-5	-1.3	-3	-16	-4	-0.3	-4.5	-1.7
CN1CCN(CC#CCn2c3ccccc3c3ccccc32)CC1	-7	1.1	-1.1	-6	-0.2	-6	-9	-1	0.1	1.0	0.2
CC(=O)N1Cc2ccccc2CC1C(=O)N1CCN(c2ccccc2)CC1 (centres undefined)	1	0.0	-1.7	1	0.8	78*	-3	-1	-0.3	-1.7	-0.1
Oc1ccc(/C=N/NC(=S)Nc2cccnc2)cc1	1	3.4	-0.1	-5	4.5	-4	-22	4	3.4	15*	1.0
CC(C)CNc1cccc2c1S(=O)(=O)N(Cc1ccc(F)cc1)[C@@H](C)[C@H](c1ccccc1)O2	5	1.1	-0.8	0	-0.4	6	-2	1	x	-1.2	x
COC(=O)c1ccccc1NC(=O)NCCc1ccccc1OC	-5	-0.2	-0.2	-1	4.0	-1	-3	4	4.2	5.2	1.9
O=C(O)CCC(=O)OCCN(Cc1ccc(Oc2ccc([N+](=O)[O-])cc2)cc1)C(=O)C(Cl)Cl	5	-5.0	-1.2	-2	0.7	-4	-2	-2	-0.7	-2.5	-0.8
CC1(C(=O)Nc2ccc3c(c2)OCCO3)CSCC(=O)N1CC(F)(F)F (centres undefined)	0	1.7	-1.4	3	-0.6	4	0	-1	x	-0.5	x
CCCC(=Nc1ccccc1)C1=C(O)C(C(=O)OC)C(C)(C)CC1=O (centres undefined)	2	1.7	-0.9	0	-0.1	0	-17	4	1.3	-3.8	0.7
CCc1nc2nc(C)c(NS(=O)(=O)c3ccc(C4CCCCC4)cc3)c(=O)n2[nH]1	-3	-0.1	-0.7	-3	-1.4	5	6	-2	1.2	-1.7	0.5
COc1ccccc1CCn1cnc(-c2ccccc2)c1C(C)C	1	-0.9	-1.5	-5	0.7	-4	3	-3	x	-2.3	x
O=C(Nc1ccc(N2CCOCC2)cc1)c1cc(-c2ccncc2)nc2ccccc12	-8	-0.8	-0.5	-2	0.1	-2	5	-2	-0.2	-2.7	-0.9
Cc1nn(CC#N)c(=O)n1-c1ccccc1	3	-0.8	-0.8	5	-1.6	4	-2	0	-1.4	2.7	1.1
CCOC(=O)c1c(N)sc2c1CCCC2	3	0.2	-0.8	0	-2.0	3	-14	-3	2.0	0.9	0.7
Cc1cccc(C(=O)NC2CCN(C(=S)NCc3ccco3)CC2)c1	14	0.0	-1.6	-8	-0.7	-14	-8	-2	1.9	2.2	0.6
C#C[C@]1(O)CC[C@H]2[C@@H]3CCc4cc(O)ccc4[C@H]3CC[C@@]21C	-21	1.0	-1.8	6	-3.5	0	1	-3	-0.6	3.6	0.3

Record cards, as listed above.
Entry for `CCOC(=O)c1c(N)sc2c1CCCC2` = HGIII-sPLA2 inh: 3; DAX1 inh-1: 0.2; ssDAF-12 act: -0.8; GC-A act: 0; hcDAF-12 act: -2.0; NPR2 activator: 3; ADAM10 inh: -14; SMARCA2 act: -3; FXN GAA850 act: 2.0; hgDAF12 agonist: 0.9; DAX1 inh-2: 0.7
Entry for `Cc1cc(-c2nn(C)c(=O)c3ccccc23)cc(C)c1O` = HGIII-sPLA2 inh: -5; DAX1 inh-1: 0.2; ssDAF-12 act: -1.1; GC-A act: 9; hcDAF-12 act: -1.4; NPR2 activator: 1; ADAM10 inh: 5; SMARCA2 act: -2; FXN GAA850 act: 3.8; hgDAF12 agonist: -1.5; DAX1 inh-2: 3.8

Some of the entries so far, as comma-separated lines:
SMILES,HGIII-sPLA2 inh,DAX1 inh-1,ssDAF-12 act,GC-A act,hcDAF-12 act,NPR2 activator,ADAM10 inh,SMARCA2 act,FXN GAA850 act,hgDAF12 agonist,DAX1 inh-2
Cc1cccc(C(=O)NC2CCN(C(=S)NCc3ccco3)CC2)c1,14,0.0,-1.6,-8,-0.7,-14,-8,-2,1.9,2.2,0.6
CCOC(=O)c1c(N)sc2c1CCCC2,3,0.2,-0.8,0,-2.0,3,-14,-3,2.0,0.9,0.7
Cc1nn(CC#N)c(=O)n1-c1ccccc1,3,-0.8,-0.8,5,-1.6,4,-2,0,-1.4,2.7,1.1

(more compounds)
SMILES	HGIII-sPLA2 inh	DAX1 inh-1	ssDAF-12 act	GC-A act	hcDAF-12 act	NPR2 activator	ADAM10 inh	SMARCA2 act	FXN GAA850 act	hgDAF12 agonist	DAX1 inh-2
Cc1ccc(NC(=O)CN(C)C(=O)c2cccc(S(=O)(=O)N3CCc4ccccc4C3)c2)cc1	-4	1.3	-1.5	1	0.1	2	-6	-3	1.3	4.7	0.9
CSc1ccccc1NC(=O)CN(C)C(=O)C1CCN(C(=O)Nc2ccccc2)CC1	6	-0.7	-1.2	3	-0.1	4	-9	-2	0.0	0.0	0.8
COC(=O)C[C@@H]1C[C@H]2c3cc(NS(C)(=O)=O)ccc3O[C@H]2[C@H](CO)O1	7	-0.7	-1.0	3	-0.6	-1	-9	0	0.6	-1.5	0.3
COc1ccc(C(=O)N2CCOC2CNC(=O)C(=O)NCc2ccc3c(c2)OCO3)cc1 (centres undefined)	0	-0.1	-1.8	-4	1.4	-2	-5	-1	1.3	-1.8	-0.1
NNc1nc2ccc(F)cc2s1	14	1.9	0.7	-2	10.0*	-2	4	2	2.1	8.7	2.2
COC(=O)COc1ccc(Cl)cc1C1Nc2ccccc2C(=O)N1c1ccc(OC)cc1 (centres undefined)	-6	0.3	-1.4	x	-1.1	x	-90	2	1.4	0.3	2.1
O=C(O)c1cn(Cc2ccccc2Cl)c2ccc(S(=O)(=O)N3CCOCC3)cc2c1=O	5	1.4	-1.5	2	-0.4	-1	-2	0	-0.5	1.0	0.5
CC(=O)c1cccc2c1OC(C)C(=O)N2Cc1ccc(Cl)cc1 (centres undefined)	-4	1.7	-1.5	-3	-1.4	2	-27	-1	0.5	-3.1	x
CCN(CC)S(=O)(=O)c1ccc(C(=O)NC(=S)N(CCO)Cc2ccccc2)cc1	0	-0.2	-1.2	2	-1.6	-7	2	0	0.7	-3.2	0.2
CCc1ccccc1NC(=O)c1ccc(Cn2cc([N+](=O)[O-])cn2)cc1	2	-0.5	-1.6	4	-1.6	8	0	-2	-0.4	1.3	-0.3
CCCCNc1nc2c(c(=O)n(C)c(=O)n2C)n1CCC	6	0.8	-1.4	7	-1.3	5	-7	-5	2.3	-2.2	-1.3
CC(CCc1ccco1)NC(=O)Nc1cccc(F)c1 (centres undefined)	-14	-0.6	-2.1	5	-1.6	2	4	0	-1.8	1.3	-0.4
O=C(Nc1cccc2ncccc12)c1ccc(OCc2ccccc2)cc1	-15	-3.1	-2.3	4	-4.3	-9	0	-5	-2.3	-1.2	-3.6
CC1CN(CC(=O)Nc2nc3ccccc3s2)CC(C)O1 (centres undefined)	-3	0.1	-0.1	7	3.2	-2	-2	-2	1.9	6.6	0.7
CCCOc1ccc(/C=C/C(=O)NC2CCCCC2)cc1OC	12	0.6	-0.9	0	-0.6	-2	-23	-3	1.6	-2.7	-0.1
Cc1cc(C)cc(C(=O)N(c2ccccn2)C(C)c2ccco2)c1 (centres undefined)	7	-0.3	-1.9	-4	-2.4	-1	2	-1	-0.5	-1.6	0.4
CCc1nc2c(OCCOc3ccccc3)cccn2c1N(C)C(=O)c1ccc(OC)cc1	5	-0.1	-1.8	1	-0.5	4	-15	-7	-1.6	-3.8	x
CCOC(=O)CC(Nc1nc(N2CCOCC2)nc(N2CCOCC2)n1)c1ccccc1Cl (centres undefined)	-11	-0.6	-0.3	-2	-1.3	0	8	0	2.5	1.0	1.0
Cn1c(CC(=O)Nc2cccc(Cl)c2Cl)nnc1SCC(=O)NC1=NCCS1	-5	0.4	-0.8	1	-1.6	-7	-9	3	-1.1	2.8	0.2
CC1CCC(NC(=O)Cn2c3c(c(-c4ccccc4Cl)cc2=O)CCC3)CC1 (centres undefined)	-5	-3.3	-1.1	4	-2.4	6	-151	-2	-2.3	-2.9	-1.2
Cc1cc(OCC(=O)NC2CC(C)(C)NC(C)(C)C2)c2c(C)cc(=O)oc2c1	8	-0.2	-0.5	1	3.4	-3	-334	-2	1.4	-0.5	-0.2
O=C(OCc1nnc(-c2cccs2)o1)c1cccnc1Cl	9	-1.5	-0.7	3	0.6	3	-10	-3	0.7	2.8	-0.3
COc1c(C)cc(C(=O)C2CCCN(C(=O)c3csc(C)n3)C2)cc1C (centres undefined)	8	-4.1	-1.7	-2	-2.9	3	-33	0	-0.8	-2.1	-1.1
COC(=O)CC1C(=O)NCCN1C(=O)c1ccc2oc(C(C)C)nc2c1 (centres undefined)	2	-0.3	-1.0	0	-0.6	7	-4	-1	1.2	0.4	0.1
CCN(CCO)C(=O)CC1C(=O)NCCN1Cc1c(F)cccc1Cl (centres undefined)	-1	0.3	-0.2	-4	11*	6	0	2	2.2	-4.3	2.1
O=C(C(=O)N1CCCCC1)c1cn(CC(=O)N2CCCCCC2)c2ccccc12	0	0.3	-1.0	-4	4.5	0	3	0	0.0	0.3	0.4
C=CCNC(=O)c1c(Cl)cccc1Cl	2	0.9	-1.1	-3	-1.1	4	-1	0	3.0	1.7	1.6
COc1ccc(OC)c(NC(=O)CC2(CC(=O)O)CCCC2)c1	7	-0.3	-0.9	-2	-1.4	-1	-12	-2	-1.0	-2.0	-0.5
Cn1c(=O)c2c(-c3ccccc3)n(-c3ccccc3)cc2n(C)c1=O	-1	-2.6	-1.6	-13	-1.4	-4	-40	-1	-0.6	-1.0	-1.3
CCCCn1c(N)c(N(CC(C)C)C(=O)c2oc3ccc(OCC)cc3c2C)c(=O)[nH]c1=O	8	-1.6	-1.3	-2	1.3	-1	-21	-3	-0.2	-2.6	0.4
Cc1ccc(NC(=O)CN(C)C(=O)Cn2cc(C(F)(F)F)cc(Cl)c2=O)cc1	5	-0.6	-1.6	0	-1.8	0	-1	-1	4.0	-2.5	0.9
COc1ccc(C2C(=O)c3ccccc3C2=Nc2ccc(Br)cc2)cc1 (centres undefined)	4	-0.1	-1.7	-5	-0.1	0	4	4	2.6	-1.5	-0.8
Cc1nnc(-c2cnn(C)c2N)n1Cc1ccc(Cl)cc1	-1	0.9	-1.1	6	-0.6	-4	5	-2	1.5	0.5	0.0
N#C/C(=C(/O)CN1CCCC1)c1nc(-c2ccccc2)cs1	6	2.6	0.8	4	8.8*	-3	-6	0	2.2	12*	5.3*
